Screening data from PubChem BioAssay.
NOD2 RIPK2 PPI – NOD2-RIPK2 binding disruptors in cells, primary screen, fluorescence, CHO cells, BLA complementation | Receptor-interacting serine/threonine-protein kinase 2 (Homo sapiens), O43353 | CCF4 ratio | inhibition, % at 4.98 µM | 0.38% of 360,000 active | AID 624267, 2012; in the data active means inhibition above about 21%;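 further: 0% = vehicle only and 100% = reference blocker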
Target sequence (O43353 whole entry, looked up): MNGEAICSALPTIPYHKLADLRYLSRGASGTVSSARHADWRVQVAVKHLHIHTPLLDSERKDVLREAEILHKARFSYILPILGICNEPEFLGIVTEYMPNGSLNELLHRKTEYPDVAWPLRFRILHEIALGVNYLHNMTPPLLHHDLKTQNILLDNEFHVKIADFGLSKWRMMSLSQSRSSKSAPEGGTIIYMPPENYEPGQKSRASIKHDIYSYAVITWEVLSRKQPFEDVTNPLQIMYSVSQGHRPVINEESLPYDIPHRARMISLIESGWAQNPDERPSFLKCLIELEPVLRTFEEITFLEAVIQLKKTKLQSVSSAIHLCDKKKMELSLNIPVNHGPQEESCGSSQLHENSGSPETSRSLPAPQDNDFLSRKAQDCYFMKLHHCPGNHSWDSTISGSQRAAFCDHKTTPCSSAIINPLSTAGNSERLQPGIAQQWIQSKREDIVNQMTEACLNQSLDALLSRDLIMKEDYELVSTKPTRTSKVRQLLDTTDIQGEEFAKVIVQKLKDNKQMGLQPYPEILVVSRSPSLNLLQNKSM
TROY NFkB inh – inhibitors of TROY-driven NF-kB signaling, primary screen, Q293 LMP1-TROYcd cells, NF-kB luciferase, uHTS. Q293 LMP1-TROYcd NF-kB luciferase reporter, 4 h. 0.98% of 360,000 active. inhibition, % at 10 µM. AID 1347056, 2019;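 active means compounds whose plate-normalised and pattern-corrected inhibition of the luciferase reporter signal at the single screening dose is 50% or more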
NCOA1 inh – SRC1 coactivator transcriptional activity inhibitors, primary screen, cell-based, luminescence; inhibition, % at 3.6 µM; Nuclear receptor coactivator 1 (Homo sapiens), Q15788; HEK293 GAL4-SRC1 luciferase reporter; 0.12% of 360,000 active;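 active means inhibition above the campaign mean plus 3 SD, with each screening campaign given its own cutoff, cut at about 60% in these data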;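 further: 0% = DMSO treated cells and 100% = gossypol at 36 µM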
C8 TRAIL sens – viability loss with TRAIL in NB7+C8 cells, primary screen, TRAIL sensitizer project, cell-based, ATPlite luminescence; inhibition (viability loss, TRAIL sensitization), % at 10 µM; 1% of 360,000 active; AID 624354, 2012;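 active means compounds causing at least 50% loss of cell viability in the single-dose screen, relative to plate controls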
NR2F2 inh – NR2F2 transcriptional activity inhibitors, primary screen, cell-based, luciferase reporter, HEK293T, luminescence; HEK293T NGFI-A luciferase reporter; inhibition, % at 8.6 µM; 0.7% of 370,000 active; AID 686940, 2013;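 active means inhibition above a per-plate cutoff, mean inhibition of test wells between control levels plus 3 SD, cut at about 38% in these data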;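 further: cells cotransfected with COUP-TFII expression vector driving the NGFI-A reporter; 0% = median of COUP-TF2 test wells and 100% = reporter-only cells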
Target sequence (P24468 whole entry, looked up): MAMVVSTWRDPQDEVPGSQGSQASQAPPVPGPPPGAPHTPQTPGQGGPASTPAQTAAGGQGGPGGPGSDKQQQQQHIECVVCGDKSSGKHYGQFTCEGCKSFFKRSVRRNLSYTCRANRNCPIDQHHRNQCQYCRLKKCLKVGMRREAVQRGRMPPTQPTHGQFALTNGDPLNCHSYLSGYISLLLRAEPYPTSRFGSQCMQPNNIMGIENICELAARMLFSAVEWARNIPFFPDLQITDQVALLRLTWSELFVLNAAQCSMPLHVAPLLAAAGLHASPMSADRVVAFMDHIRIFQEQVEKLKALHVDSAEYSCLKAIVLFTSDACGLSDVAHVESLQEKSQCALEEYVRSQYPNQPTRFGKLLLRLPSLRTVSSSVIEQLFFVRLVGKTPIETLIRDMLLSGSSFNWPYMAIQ
NR5A2 inv ag – LRH-1 (NR5A2) inverse agonists, primary screen, cell-based, luminescence, HEK293T, StAR-luciferase reporter | 0.13% of 360,000 active | LRH-1 transfected, 24 h | AID 602396, 2012 | inhibition, % at 3.6 µM | Nuclear receptor subfamily 5 group A member 2 (Homo sapiens), O00482;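 active means inhibition above the mean inhibition of all tested compounds plus 3 SD, cut at about 73% in these data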;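 further: 0% = DMSO wells and 100% = reporter-only cells lacking LRH-1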
SRC3 inh – SRC3 coactivator transcriptional activity inhibitors, primary screen, cell-based, luminescence; HEK293 GAL4-SRC3 luciferase reporter; inhibition, % at 3.6 µM; 0.17% of 360,000 active; AID 588352, 2011;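 active means inhibition above a per-campaign cutoff, the mean of all compounds plus 3 SD, cut at about 60% in these data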;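 further: 0% = DMSO-treated cells and 100% = gossypol-treated cells at 36 µM; higher means less SRC3-driven luciferase light from the GAL4 reporter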
TLR9-MyD88 inh – inhibitors of TLR9-MyD88 association in cells, primary screen, cell-based, CHO, BLA complementation, fluorescence; CCF4 FRET ratio; inhibition, % at 4.98 µM; 0.21% of 340,000 active; AID 504734, 2011;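 active means inhibition above the mean over all tested compounds plus 3 SD, cut at about 21% in these data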;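 further: 0% = DMSO only wells and 100% = clavulanate BLA inhibitor control wells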
SRC2 inh – inhibition of GAL4-SRC2 driven luciferase reporter, primary screen, SRC2 inhibitor project, cell-based, luminescence. HEK293 GAL4-SRC2 luciferase reporter. Nuclear receptor coactivator 2 (Homo sapiens), Q15596. AID 651957, 2012. 0.17% of 370,000 active. inhibition, % at 9 µM;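 active means inhibition above the mean inhibition of all tested compounds plus 3 SD, set per campaign, cut at about 52% in these data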;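 further: 0% = DMSO treated cells and 100% = cells given Gossypol at 36 µM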
LMP1 NFkB inh – EBV LMP1-driven NF-kappaB luciferase reporter inhibitors, primary screen, cell-based, luminescence, single point. LMP1-induced NF-kappaB luciferase reporter cells. inhibition, % at 12.5 µM. 0.69% of 350,000 active; in the data active means inhibition above about 41%;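 further: 0% = neutral control wells and 100% = reference inhibitor control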
TWEAK Fn14 block – inhibitors of TWEAK-Fn14 signaling, primary screen, luciferase reporter cells, uHTS; TWEAK-stimulated Fn14 reporter cells, luciferase luminescence, 8 h; AID 1159606, 2016; 2% of 360,000 active; inhibition, % at 10 µM; in the data active means inhibition above about 50%
An asterisk follows results filed as active; . = not tested or not shown. Not all compounds are listed; count on the stated rates, not on these rows.

SMILES	NOD2 RIPK2 PPI	TROY NFkB inh	NCOA1 inh	C8 TRAIL sens	NR2F2 inh	NR5A2 inv ag	SRC3 inh	TLR9-MyD88 inh	SRC2 inh	LMP1 NFkB inh	TWEAK Fn14 block
Cc1cccc(NC(=S)Nc2ccc(Cl)c(Cl)c2)c1	-21	-54	4	-11	-24	-11	8	-4	-10	-14	-34
CCN(C(=O)Cn1nc(C(=O)O)c2ccccc2c1=O)C1CCCCC1	1	2	3	-3	-22	-5	9	-2	-20	2	-4
COc1cc(NC(=O)CSc2nc(C)cs2)cc(OC)c1	-3	-5	0	-4	10	9	-30	1	-9	6	-4
COc1ccc(C2C(C(=O)c3cccs3)=C(O)C(=O)N2c2cccc(C)n2)cc1 (configuration not stated)	-7	-49	-7	-2	-8	-14	-6	-6	-14	-4	-24
CC(=O)Nc1ccc(S(=O)(=O)N2CCC(C(=O)NCCc3ccc(Cl)cc3)CC2)cc1	-10	0	-4	31	-5	-2	-19	4	-4	5	-15
CCc1nc2ccc(C(=O)N3CCN(S(=O)(=O)CC)CC3)cn2c1N(C)C(=O)c1cccc(OC)c1	0	-8	-15	-14	-3	16	7	.	-19	.	0
O=C(NC1CCCCC1)C(c1ccccc1)N(Cc1ccco1)C(=O)Cn1cnc2ccccc21 (configuration not stated)	3	9	8	8	3	-1	2	-4	-1	-1	6
O=C(NCCC1=CCCCC1)c1ccc(F)cc1	4	-23	-149	15	-16	-121	-59	-3	-1	7	54*
CC1=NNC(=O)/C1=C\c1cn(-c2ccccc2)nc1-c1ccc(Cl)cc1	2	43	2	87*	16	5	4	0	1	-79	-80
Cc1cc(F)ccc1C(O)c1ncc(-c2cccc(F)c2)[nH]1 (configuration not stated)	-4	9	-10	6	-9	-19	3	.	-15	.	24
COc1cc(/C=N/NC(=O)C(Cc2c[nH]c3ccccc23)NC(=O)OCC(C)C)cc([N+](=O)[O-])c1O (configuration not stated)	-8	-5	8	-1	26	-39	-7	-10	-22	3	-8
COc1ncc(-c2cccc3nccn23)c(OC)n1	1	9	13	5	-18	-2	-19	.	23	.	-2
COc1ccc(N2C(=O)CC(Sc3n[nH]c(-c4ccccc4)n3)C2=O)cc1 (configuration not stated)	3	1	-33	3	-21	-9	13	4	-25	2	1
COC(=O)N1CCCCC1c1cc(C(=O)Nc2cccc3c2CCCC3)no1 (configuration not stated)	-3	13	3	-7	-1	-1	-21	.	-23	.	23
COc1ccc(CCNC(=O)c2cccnc2)cc1OC	-7	-24	4	-5	23	10	22	-6	4	-14	-16
CCOC(=O)C1=C(COC(=O)c2cc(OC)c(OC)cc2[N+](=O)[O-])NC(=O)NC1C (configuration not stated)	-11	3	-4	-9	-18	4	-7	-5	9	-1	-4
Cc1ccc(O)c(NC(=O)c2cc(-c3cccs3)on2)c1	-6	-14	-96	28	-23	-58	-93	3	-62	-13	-18
COc1ccc2c(c1)CCc1c(C(=O)Nc3ccc(OC)c(OC)c3)noc1-2	-4	1	1	7	0	3	-15	8	-9	1	-19
CCOC(=O)C1CCN(C(=O)c2cc3cc(F)ccc3[nH]2)CC1	-3	-28	-11	4	4	1	-6	6	-7	-1	5
O=C(CN(c1ccccc1)S(=O)(=O)c1ccc(F)cc1)NC1CCCCCC1	1	24	-10	-3	-20	-12	-5	-6	-2	0	-48
COc1ccc(N2CC(NS(=O)(=O)c3ccc4ccccc4c3)CC2=O)cc1OC (configuration not stated)	-5	-28	-21	-8	-3	15	1	3	-19	4	-9
Cc1csc(NC(=O)c2ccc(Cl)nc2)n1	10	-64	-61	-1	-36	-60	-34	6	-72	-7	5
O=c1c2ccccc2nnn1Cc1ccc2ccccc2c1	-10	-32	-42	6	-2	-8	-17	9	1	0	-28
CCOC(=O)c1c(-c2cccs2)csc1NC(=O)CN1CCOCC1	9	10	-14	10	-3	21	-1	6	-13	-4	13
O=C(N/N=C/c1ccc(OC(F)F)cc1)c1cccc(S(=O)(=O)N2CCOCC2)c1	-11	10	10	-8	1	-5	13	1	0	-7	71*
Cc1ccc(NC(=O)CN2CCN(C(=O)C3CCCO3)CC2)c(C)c1 (configuration not stated)	-6	-6	6	7	-1	10	10	-5	12	2	-3
Cc1cccc(C(=O)C2CCN(S(=O)(=O)c3cccc(C(=O)O)c3)CC2)c1	-6	0	-7	-21	0	-2	-29	2	2	-1	2
O=C(O)c1ccc(NS(=O)(=O)/C=C/c2ccccc2)cc1	4	-6	-12	2	-2	18	12	10	-3	-3	-8
Cc1ccc(N2CC(C(=O)Nc3cccc(S(=O)(=O)N4CCOCC4)c3)CC2=O)cc1 (configuration not stated)	8	0	-23	-3	-2	12	4	-9	14	-4	2
CCCn1nnnc1NC(=O)COc1ccc(Br)cc1	-13	7	-2	-7	-8	-29	7	1	7	12	-16
O=C(Nc1cccc(S(=O)(=O)N2CCCCC2)c1)c1ccccn1	4	-13	-8	-7	-1	-12	-2	5	-17	-8	-1
CCOC(=O)c1c(NC(=S)NCCc2ccccc2)sc2c1CC(C(C)C)OC2 (configuration not stated)	-11	29	-1	6	-1	7	18	2	-9	6	1
CN(C)S(=O)(=O)Nc1cccc(-c2cn3c(n2)SCC3)c1	1	4	-14	-12	19	6	13	-1	0	1	-9
COc1ccc(/C=C/C(=O)Nc2ccc(C)c(S(=O)(=O)N3CCOCC3)c2)cc1	3	23	21	11	68*	18	-18	-17	26	14	30
CC1(C)CC(NC(=O)c2cccc(F)c2)CC(C)(C)N1	0	9	-19	-19	3	-1	4	-13	12	-4	1
Cc1ccc(C(=O)NCC(=O)OCC(=O)NCCc2ccccc2)s1	-7	-6	-12	-1	6	-5	19	12	6	3	-2
O=C(COc1ccc(Br)cc1)NNC(=O)c1cc(S(=O)(=O)N2CCOCC2)ccc1Cl	-8	3	-1	-7	12	-4	17	-4	-12	-7	4
c1ccc(SC23CC4CC(CC(C4)C2)C3)nc1	-1	-9	11	-24	-5	24	0	4	12	-5	8
Cc1ccc(N2C(=O)Nc3ccccc3C2(O)C(=O)NCCCOC(C)C)cc1C (configuration not stated)	-8	5	2	-6	5	0	-6	-2	-3	10	9
COc1ccccc1NC(=O)c1ccc(S(=O)(=O)N(C)c2ccccc2OC)cc1	-13	2	7	-6	-30	4	0	1	4	-5	-2

No new results follow: two of the compounds above.
SMILES	NOD2 RIPK2 PPI	TROY NFkB inh	NCOA1 inh	C8 TRAIL sens	NR2F2 inh	NR5A2 inv ag	SRC3 inh	TLR9-MyD88 inh	SRC2 inh	LMP1 NFkB inh	TWEAK Fn14 block
O=C(Nc1cccc(S(=O)(=O)N2CCCCC2)c1)c1ccccn1	4	-13	-8	-7	-1	-12	-2	5	-17	-8	-1
CCOC(=O)c1c(NC(=S)NCCc2ccccc2)sc2c1CC(C(C)C)OC2 (configuration not stated)	-11	29	-1	6	-1	7	18	2	-9	6	1

(cont.)
SMILES	NOD2 RIPK2 PPI	TROY NFkB inh	NCOA1 inh	C8 TRAIL sens	NR2F2 inh	NR5A2 inv ag	SRC3 inh	TLR9-MyD88 inh	SRC2 inh	LMP1 NFkB inh	TWEAK Fn14 block
O=C(O)/C=C/c1ccc(Oc2ncccn2)cc1	3	-23	1	-10	16	-4	1	9	-12	-1	-5
Cc1nc2ccc(S(=O)(=O)NC(CC(C)C)C(=O)O)cc2s1 (configuration not stated)	-2	-7	-48	11	5	12	11	1	6	-7	2
c1coc(CNC2CCCCC2)c1	-7	-17	-20	-1	-2	0	5	11	-13	-3	17
COc1ccc(/C=C/C(=O)Nc2nonc2NC(C)=O)cc1	-4	-56	-36	11	-4	-7	-7	-11	-50	-6	-18
O=C1NC(C(=O)O)=CC(c2ccc([N+](=O)[O-])cc2)N1 (configuration not stated)	-4	11	-11	0	-7	-8	15	-4	12	-6	-8
NC(N)=NS(=O)(=O)c1ccc(N)cc1	-5	8	15	1	19	-15	6	4	-8	-6	5
O=C(c1cccs1)N1CCN(C/C=C/c2ccccc2)CC1	-7	-14	-33	-6	17	-10	7	-5	-9	3	-7
O=S1(=O)CCN2C(c3ccco3)=CSC2=N1	-11	.	-17	5	3	-9	2	8	24	-6	0
Cn1c(SCC(=O)Nc2ccc3c(c2)OCCO3)nnc1-c1ccncc1	3	26	-2	1	-17	10	0	2	-3	-3	42
COC(=O)c1ccccc1NC(=O)CC(=O)Nc1ccccc1C(=O)OC	4	-3	-12	-6	-12	12	8	2	-29	50*	3
CCCc1nc2oc3c(=O)[nH]cnc3c2c2c1CCCC2	-10	-19	3	-1	-3	16	16	-2	16	6	0
O=C(CSc1ccc(Br)cc1)Nc1ccccc1N1CCOCC1	-15	4	5	20	7	-7	-12	-3	-7	-1	-11
COC(=O)C1=CN(c2cccc(Cl)c2)C=C(C(=O)OC)C1c1cccc(OC)c1	-5	-12	-6	4	4	7	-15	1	6	-10	-20
CC(C)c1ccc(NC(=O)C(c2ccc3c(c2)OCO3)N2CCC3(CC2)OCCO3)cc1 (configuration not stated)	-3	-14	-1	-11	-6	-16	28	-4	-4	-2	-5
O=C(CC1Nc2cccc3cccc(c23)NC1=O)Nc1ccccc1 (configuration not stated)	-3	-4	19	-4	8	7	11	2	-6	3	33
COc1ccc(Cn2nnnc2CN2CCc3ccccc32)cc1	-11	5	-13	-7	14	-9	21	-5	8	-19	2
CCOC(=O)[C@H]1[C@H]2COc3cc(OC)ccc3[C@@H]2N2C(=O)CN(Cc3ccccc3)C(=O)[C@@]12C	0	-21	9	-5	-3	2	-8	-3	2	-2	2
CCc1nc2ccc(C(=O)NCCc3ccc(OC)c(OC)c3)cc2nc1CC	4	9	2	3	10	4	-31	-6	8	-4	-5
CCNC(=S)N1CCN(c2ncccn2)CC1	-10	-2	1	-9	5	15	15	-4	19	-19	1
Cc1ccc(C(=O)Nc2ccc(-c3csc(C)n3)cc2)cc1	16	-24	-87	11	-15	-167	-77	10	-64	-16	21
O=C(CN1CCOCC1)Nc1ncc(Cc2ccccc2Cl)s1	-16	-2	3	-4	2	-4	-7	-10	-1	-8	8
CC1CN(C2=Nc3cccc4cccc2c34)CC(C)O1 (configuration not stated)	1	-18	-14	-12	0	0	-3	4	6	0	-8
O=C(Nc1ccc(F)cc1F)c1ccc(S(=O)(=O)N2CCCCC2)cc1	-9	-15	16	-23	-2	4	-8	-7	-7	3	-6
O=c1ccc2ccc(O)cc2o1	-7	-2	-5	14	-7	-13	15	-1	-4	3	13
CCOc1ccc(NC(=O)CN(C)C(=O)CCc2ccccc2Cl)cc1OCC	-5	-1	-28	2	6	7	-16	3	19	-5	1
N#Cc1ccc(-c2nc3c(Cl)cc(C(F)(F)F)cn3c2Cc2ccsc2)cc1	0	24	.	-1	-7	7	.	.	11	.	26
